# Source: PubChem BioAssay (several laboratories)
# S1P1 ag-PAM = activates or potentiates agonism at human S1P1 receptor; activation, % at 9.5 µM; S1P1 CRE-bla cells, forskolin, beta-lactamase FRET, potentiator mode; S1P1 agonist co-added at EC20, 2 nM; 100% = saturating reference agonist, 0% = basal; P21453; AID 449; 56,000 compounds, 0.57% hits;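 active means activation above a cutoff set at the mean activation of all tested compounds plus 3 SD, cut at about 54% in these data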;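 further: forskolin at 4 µM as EC80 and the EC20 agonist is SEW2871; 100% = SEW2871 at its EC100 plus forskolin at EC80; some compounds past the cut are filed as inactive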
# HTR1E agonist = activates the human 5-HT1E serotonin receptor; 65,000 compounds, 0.69% hits; activation, % at 6 µM; P28566; CHO 5-HT1E Ga15 NFAT-bla reporter, FRET; 0% DMSO wells, 100% control agonist wells; AID 574;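 active means activation above a set limit, the screen-wide mean activation plus 3 SD, cut at about 8.5% in these data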;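 further: 100% = positive control agonist at 1 µM giving full maximal response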
# S1P3 ag = S1P3 (human) receptor agonism; Q99500; S1P3 NFAT-BLA reporter cells, FRET ratio; relative to 1 µM S1P, basal subtracted; activation, % at 4.5 µM; 60,000 compounds, 0.1% hits;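 active means activation above the screen-wide mean plus 3 SD, cut at about 4.5% in these data, passing the limit was not always enough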; further: some compounds called inactive have numbers as strong as hits
#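 material = human S1P3 NFAT-BLA reporter CHO cells | schedule = 4 h compound at 37 °C, 2 h substrate at RT | measured by = fluorescent BLA substrate, ex 405 nm, em 460/535 nm ratio | controls = 1 µM S1P reference | replication = primary once, confirmation triplicate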
# M1 ag = M1 muscarinic receptor agonism; CHO-M1 cells, Fluo-4 calcium fluorescence, agonist mode; hits give high values; B-score at 10 µM; 64,000 compounds, 3% hits;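 active means fluorescence rise, raw or as B-score row- and column-corrected plate score, outside the 99.7% band of its plate's samples, either direction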
# HER2 expr 66K = Her2 kinase expression inhibition | HER2 level % of control, % at 10 µM | 65,000 compounds, 0.69% hits | P04626 | SKBR-3 HER2 protein level, AlphaScreen, 18-24 h; hits give low values | AID 645;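 active means HER2 level under 5% of the carrier-only control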;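 further: 100% = DMSO carrier and 0% = 500 nM PU-H71 HSP90 inhibitor; lower value means stronger loss of Her2 protein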
# Target sequence (P04626 whole entry, looked up): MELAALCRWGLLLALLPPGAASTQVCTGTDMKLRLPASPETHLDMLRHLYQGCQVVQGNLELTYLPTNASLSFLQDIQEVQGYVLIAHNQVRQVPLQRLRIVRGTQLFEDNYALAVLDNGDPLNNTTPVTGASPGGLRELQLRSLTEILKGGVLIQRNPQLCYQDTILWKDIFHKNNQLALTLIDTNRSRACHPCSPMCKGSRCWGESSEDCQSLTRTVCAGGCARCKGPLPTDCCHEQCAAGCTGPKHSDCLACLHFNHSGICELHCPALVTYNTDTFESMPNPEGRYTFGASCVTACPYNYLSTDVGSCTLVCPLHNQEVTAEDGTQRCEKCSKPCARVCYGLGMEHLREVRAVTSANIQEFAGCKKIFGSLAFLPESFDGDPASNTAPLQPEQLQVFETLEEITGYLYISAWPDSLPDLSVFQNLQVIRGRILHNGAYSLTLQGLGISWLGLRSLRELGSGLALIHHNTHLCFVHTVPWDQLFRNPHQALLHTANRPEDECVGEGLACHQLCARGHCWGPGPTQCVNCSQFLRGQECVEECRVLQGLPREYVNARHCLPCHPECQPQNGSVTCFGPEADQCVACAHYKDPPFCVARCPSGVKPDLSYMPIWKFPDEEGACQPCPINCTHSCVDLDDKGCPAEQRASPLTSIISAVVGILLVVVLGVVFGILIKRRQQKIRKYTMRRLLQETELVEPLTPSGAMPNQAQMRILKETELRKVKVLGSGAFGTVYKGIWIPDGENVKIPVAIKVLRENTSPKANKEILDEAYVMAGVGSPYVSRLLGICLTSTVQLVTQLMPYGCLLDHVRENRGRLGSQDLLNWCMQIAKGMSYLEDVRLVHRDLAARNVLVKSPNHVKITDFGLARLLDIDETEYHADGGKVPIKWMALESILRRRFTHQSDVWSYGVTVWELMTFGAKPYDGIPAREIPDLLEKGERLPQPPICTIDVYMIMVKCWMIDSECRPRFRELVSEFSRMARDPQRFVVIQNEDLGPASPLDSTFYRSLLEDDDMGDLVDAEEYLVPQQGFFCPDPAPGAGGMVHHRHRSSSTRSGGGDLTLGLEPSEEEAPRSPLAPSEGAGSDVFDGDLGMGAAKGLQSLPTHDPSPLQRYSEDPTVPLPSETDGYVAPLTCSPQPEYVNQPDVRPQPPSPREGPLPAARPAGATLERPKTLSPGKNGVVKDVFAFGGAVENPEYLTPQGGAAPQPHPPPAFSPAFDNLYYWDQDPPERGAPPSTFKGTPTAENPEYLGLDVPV
# Jurkat viability = reduces viability or proliferation of Jurkat cells | Jurkat E6.1 viability, ATP luminescence, 48 h | inhibition, % at 4 µM | 56,000 compounds, 1.2% hits | AID 463;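 active means inhibition above the mean inhibition of all tested compounds plus 3 SD, cut at about 28% in these data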
# M1 antagonist = M1 muscarinic receptor (rat) antagonism; B-score at 10 µM; CHO-M1 cells, Fluo-4 calcium, ACh EC80 antagonist mode; hits give low values; AID 628; P08482; 64,000 compounds, 3.4% hits;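 active means calcium fluorescence response, raw or row-and-column corrected B-score, differing from the plate sample mean either way at a set confidence level, mostly lower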
# HEK293 NFkB inh = inhibitors of the PMA/ionomycin-induced NF-kB reporter in HEK293 cells; HEK-293 NF-kB luciferase reporter, luminescence; inhibition, % at 3 µM; 62,000 compounds, 0.21% hits; AID 465;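 active means inhibition above the mean of all tested compounds plus 3 SD, cut at about 40% in these data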;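 further: 0% = stimulated DMSO wells and 100% = 10 µM reference inhibitor 5653914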
#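 System: NF-kB luciferase reporter HEK-293 cells | Replication: Single test | Control set: DMSO vs reference inhibitor | Evaluation: % inhibition | Schedule: 1 h pretreatment, 16 h stimulation, 37 °C | Probe or stimulus: PMA with ionomycin | Compound dosing: One dose, 3 µM | Detection: Luciferase luminescence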
# HTR1E antagonist = antagonists of human 5-HT1E serotonin receptor | P28566 | CHO 5-HT1E Ga15 NFAT-bla reporter, FRET, antagonist | inhibition, % at 6 µM | 65,000 compounds, 0.99% hits | AID 571;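 active means inhibition above a set limit, the mean inhibition across every tested compound plus 3 SD, cut at about 29% in these data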;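 further: signal is the 460 over 535 nm emission ratio of beta-lactamase substrate; 0% = agonist plus DMSO wells and 100% = wells without agonist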
# Starred values were filed as active, the others as inactive; nt = no result given.
SMILES,S1P1 ag-PAM,HTR1E agonist,S1P3 ag,M1 ag,HER2 expr 66K,Jurkat viability,M1 antagonist,HEK293 NFkB inh,HTR1E antagonist
CS(=O)(=O)N1CCCC(c2nc(-c3ccc(S(=O)(=O)NCc4ccccc4)cc3)no2)C1 (centres undefined),nt,0.8,nt,0.57,63,nt,0.84,30,-11
COc1cccc(N2C(=O)c3ccncc3C2=O)c1,7,0.1,-0.9,0.61,101,-11,0.51,6,15
COCCNCC(=O)C12CC3CC(CC(C3)C1)C2,-3,-0.3,-0.7,0.54,71,-9,0.73,11,-7
O=C(NCC(=O)N(c1ccc2c(c1)OCO2)C(C(=O)NC1CCCC1)c1ccncc1)c1ccco1 (centres undefined),-2,0.5,0.0,0.82,96,-2,0.3,2,10
CCOc1cccc(NC(=O)C2CCCN(S(=O)(=O)c3ccc(OC)cc3)C2)c1 (centres undefined),7,0.0,-0.1,0.42,102,3,-0.061,13,-1
COc1cc(=O)[nH]c(=O)n1CC(=O)c1ccccc1,4,0.1,-0.6,0.12,145,nt,-0.073,nt,-15
O=C(NCc1ccco1)c1cccn2c(=O)c3sccc3nc12,nt,-0.6,nt,2.9*,102,nt,-3.2*,12,13
c1ccc2c(c1)CCN(c1nc3cc4c(cc3s1)OCO4)C2,-17,2.7,-0.3,0.31,83,10,-0.11,-82,-12
COc1ccc(CCC2(C)NC(=O)NC2=O)cc1 (centres undefined),3,0.5,0.0,0.0022,78,-2,-0.13,10,0
COc1ccc(C(C(O)C(=O)c2c[nH]c3ccccc23)N2CCN(c3ccccc3)CC2)cc1 (centres undefined),11,1.2,0.0,3.3*,60,4,0.063,2,12
CC1(C)Oc2ccc(C(=O)N3CCOCC3)cc2N(CC(=O)Nc2ccccc2)C1=O,-5,-1.2,-0.1,-0.052,99,5,0.66,7,-6
O=C(c1ccco1)N1CCN(c2cccc(Cl)c2)CC1,-9,1.6,-0.2,0.14,160,-2,-0.7,16,-7

# Copied from the list:
# Entry for CS(=O)(=O)N1CCCC(c2nc(-c3ccc(S(=O)(=O)NCc4ccccc4)cc3)no2)C1 (centres undefined) in M1 ag: 0.57
# Entry for CCOc1cccc(NC(=O)C2CCCN(S(=O)(=O)c3ccc(OC)cc3)C2)c1 (centres undefined) in M1 antagonist: -0.061

# More entries follow:
SMILES,S1P1 ag-PAM,HTR1E agonist,S1P3 ag,M1 ag,HER2 expr 66K,Jurkat viability,M1 antagonist,HEK293 NFkB inh,HTR1E antagonist
CC12COC3(C(=O)Nc4ccc(Cl)cn4)CC1CCC32C (centres undefined),-11,0.1,-0.4,0.7,66,-2,0.19,9,-2
CC(C)(C)c1ccc(OCC(O)CS(=O)(=O)c2ccccn2)cc1 (centres undefined),-27,-0.3,-1.2,-0.43,105,-2,-1.8*,-14,-5
O=C(Nc1ccc2nc(-c3cccs3)[nH]c2c1)c1cccs1,-38,-1.7,-1.1,nt,58,-1,nt,-2,25
COc1cccc(/C=C2/CN(C)CC3=C2OC(N)=C(C#N)C3c2cccc(OC)c2)c1 (centres undefined),6,0.2,-3.0,0.077,77,nt,0.34,nt,-4
COc1ccccc1CN1CCN(C(CC(C)C)c2nnnn2Cc2cccs2)CC1 (centres undefined),-2,-0.5,-0.4,-0.14,149,0,-2*,6,-10
Cc1cccc(N2CCN(C(=O)Cn3cccc3)CC2)c1C,-4,2.4,-1.3,0.0051,86,2,1,10,5
O=C(CCn1nc(-c2ccccc2)c2ccccc2c1=O)NCC1CCCO1 (centres undefined),6,0.9,-0.7,0.67,130,4,0.33,5,1
COc1ccc(C(=O)Nc2ccc(Cl)c(Cl)c2)c(OC)n1,-17,0.4,-0.5,0.062,58,-2,-0.7,-76,1
Cc1ccccc1NC(=O)CSc1nnc(Cc2cccn2C)n1-c1ccc(F)cc1,22,-0.2,-0.5,0.5,65,1,0.36,2,12
CCOC(=O)c1sc(-c2ccccc2)cc1NC(=O)CSc1nnnn1C,9,1.2,1.0,-0.17,124,-3,-0.27,10,6
O=C(NCCc1c[nH]c2ccccc12)c1cnc2n(c1=O)CCS2,-19,6.0,-1.1,-1.3,82,11,-0.064,-18,-7
CCc1cc2c(=O)c(-c3nc4ccccc4[nH]3)coc2cc1OC(=O)N1CCOCC1,16,2.4,-2.4,-0.11,101,nt,-0.69,nt,-52
Cc1nc(NCC2CCCO2)nc2c1C(=O)CC(C)(C)C2 (centres undefined),-8,1.9,-0.3,0.43,112,-12,0.12,12,3
CC12CN3CC(=O)N4CC5(C)CN(CC(C)(C4)C5=O)C(=O)CN(C1)CC(C)(C3)C2=O,3,0.1,-1.5,-1.4,72,nt,-0.16,nt,1
COc1ccc(CN2CCCC(C(=O)N(C)Cc3ccccc3)C2)cc1OC (centres undefined),-29,0.5,0.3,-0.011,91,7,-0.53,22,-3
COc1ccccc1NC(=O)CSc1nnc(-c2ccccc2)o1,-16,1.4,-0.5,1.1,63,0,0.0039,-6,-11
CCOC(=O)c1[nH]c2ccccc2c1NC(=O)c1ccc2c(c1)OCO2,0,2.0,-0.5,-0.45,63,2,1.1,21,5
CCOCCCn1c(=S)[nH]c2cc(C(=O)NCCN(CC)CC)ccc2c1=O,3,0.2,-0.9,0.12,122,10,-8.8*,13,4
O=C(c1ccccc1-c1nc2ccccc2[nH]1)N1CCOCC1,0,-0.6,-1.3,0.11,72,2,-0.38,11,4
Nc1nsnc1C(=O)NCCO,-12,1.4,-0.4,0.15,150,-3,0.25,6,-2
O=C(c1c(F)cccc1F)N1CCN(c2ccccc2F)CC1,-25,-0.8,0.0,-0.12,100,-1,0.3,0,5
Cc1ccc(SCCNC(=O)CN2C(=O)c3ccccc3S2(=O)=O)cc1,nt,-0.6,nt,-0.97,189,nt,-0.27,13,-8
CCN(CC)c1ccc(NC(=O)COc2ccc(C)cc2)cc1,5,0.0,0.3,-0.13,95,-6,-0.57,-5,3
COCCn1nnnc1CN1CCOCC1,1,-0.7,-0.9,-0.28,114,7,0.65,2,13
CC(C)(C)c1cc(C(=O)NCc2ccco2)ccn1,-28,0.5,3.7,-0.079,88,9,0.65,16,-9
COc1ccc(CCNc2c(C)c(C)nc3ncnn23)cc1,134*,0.5,2.5,3.3*,84,92*,-1.2*,46*,12
COC(=O)CSc1nc2sc(C)c(C)c2c(=O)n1C,-26,1.3,-1.3,0.2,199,0,-0.19,16,16
CN(C)C(=O)Nc1ccc(F)cc1F,-5,-0.8,-0.6,nt,85,6,nt,8,-9
C=CCn1c(SCn2nnc3ccccc3c2=O)nnc1-c1ccc(Br)cc1,28,0.4,-0.9,0.84,87,3,-0.51,15,-4
CCCCC(c1nnnn1CS(=O)(=O)c1ccc(C)cc1)N1CCN(c2ccccc2)CC1 (centres undefined),-12,-0.9,-0.2,0.28,187,-1,0.0098,5,-9
COc1ccc(C(=O)N2CCN(Cc3ccccc3C)CC2)cc1OC,-12,0.2,-0.5,0.73,65,5,-0.13,6,4
NC(=O)C1CCN(C(=O)CSc2nc3c(c(-c4ccccc4)n2)CCCC3)CC1,5,-1.7,-0.9,0.31,107,-7,-0.49,-2,17
CCOCCCn1c(=N)c(C(N)=S)cc2c(=O)n3cccc(C)c3nc21,-15,1.4,0.7,-0.74,70,9,-4.1*,10,-5
O=C(c1cccc(Cl)c1)N1CCN(Cc2ccccc2F)CC1,nt,0.2,-0.7,0.22,88,-4,0.86,-3,1
Cn1c(Cc2ccccc2)nnc1SCC(=O)c1ccc(Br)s1,14,-0.8,-0.9,-0.017,103,5,-1.7*,6,7
O=C(Cc1ccccc1)N[C@H](c1ccccc1)P(=O)(O)CO,-16,-1.1,0.4,-0.057,357,-7,0.032,10,4

# Ordered by molar mass (lowest first): some entries from above
SMILES,S1P1 ag-PAM,HTR1E agonist,S1P3 ag,M1 ag,HER2 expr 66K,Jurkat viability,M1 antagonist,HEK293 NFkB inh,HTR1E antagonist
CN(C)C(=O)Nc1ccc(F)cc1F,-5,-0.8,-0.6,nt,85,6,nt,8,-9
COCCn1nnnc1CN1CCOCC1,1,-0.7,-0.9,-0.28,114,7,0.65,2,13
CC(C)(C)c1cc(C(=O)NCc2ccco2)ccn1,-28,0.5,3.7,-0.079,88,9,0.65,16,-9
COc1ccc(CCNc2c(C)c(C)nc3ncnn23)cc1,134*,0.5,2.5,3.3*,84,92*,-1.2*,46*,12
O=C(Cc1ccccc1)N[C@H](c1ccccc1)P(=O)(O)CO,-16,-1.1,0.4,-0.057,357,-7,0.032,10,4
O=C(c1cccc(Cl)c1)N1CCN(Cc2ccccc2F)CC1,nt,0.2,-0.7,0.22,88,-4,0.86,-3,1
Cn1c(Cc2ccccc2)nnc1SCC(=O)c1ccc(Br)s1,14,-0.8,-0.9,-0.017,103,5,-1.7*,6,7
NC(=O)C1CCN(C(=O)CSc2nc3c(c(-c4ccccc4)n2)CCCC3)CC1,5,-1.7,-0.9,0.31,107,-7,-0.49,-2,17
C=CCn1c(SCn2nnc3ccccc3c2=O)nnc1-c1ccc(Br)cc1,28,0.4,-0.9,0.84,87,3,-0.51,15,-4
CCCCC(c1nnnn1CS(=O)(=O)c1ccc(C)cc1)N1CCN(c2ccccc2)CC1 (centres undefined),-12,-0.9,-0.2,0.28,187,-1,0.0098,5,-9

# The list continues:
SMILES,S1P1 ag-PAM,HTR1E agonist,S1P3 ag,M1 ag,HER2 expr 66K,Jurkat viability,M1 antagonist,HEK293 NFkB inh,HTR1E antagonist
N=c1c2c3c(sc2ncn1CCCN1CCOCC1)CCCCC3,13,0.0,0.0,0.35,137,2,-0.23,4,4
CC(NC(=O)Cc1cccs1)C(c1cccs1)N1CCOCC1 (centres undefined),7,-0.8,0.7,-0.32,90,-2,1.7*,11,-2
CCC(=O)NCCc1cc2ccc(C)c(C)c2[nH]c1=O,6,-0.2,-0.6,0.14,111,8,0.2,-5,-6
COc1ccc(-c2nnc(NC(=O)c3ccc(S(=O)(=O)N4CCc5ccccc5C4)cc3)o2)cc1,8,-1.3,-0.3,-0.52,103,0,-0.15,21,4
CCCNc1ncnc2c1cnn2-c1ccc(OC)cc1,0,-0.3,-0.8,0.43,57,nt,1.1,nt,-2
O=C1CCCC/C1=C\Nc1ccccc1C(=O)O,-18,-0.3,0.1,0.048,93,5,-0.12,5,-11
Cn1c(=O)c(C(=O)Nc2cccnc2)c(O)c2ccccc21,nt,0.7,nt,-0.074,59,nt,-0.42,-13,1
CCOc1ccc(-c2nc(-c3ccc(OC)c(OC)c3)no2)cc1OCC,nt,0.4,-1.1,0.24,125,6,-0.042,10,-4
Cc1nc2ncnn2c(C)c1CCC(=O)Nc1csc(N)n1,-2,0.2,-1.6,-0.9,104,-1,0.93,6,4
CCOC(=O)c1snc2c(=O)[nH]cnc12,-7,-0.8,-0.8,0.32,141,9,-0.1,-1,1
COc1ccc(C(=O)NCCn2cc(SCC(=O)NCc3ccco3)c3ccccc32)cc1,21,-0.9,-0.4,0.52,46,-6,-0.016,19,6
Nn1c(SCC(=O)Nc2ccc(S(=O)(=O)N3CCCC3)cc2)nnc1C(F)(F)F,-18,0.1,0.4,0.52,95,-4,-0.94,15,-8
Cn1c(=O)[nH]c(=O)c2c1nc(Br)n2CCSc1nc2ccccc2o1,-4,0.2,-1.4,-0.53,68,0,-0.49,-1,6
